FBW7 activator – activators of human E3 ligase FBW7. AID 1259310. normalized activity (activation), % at 26.1 µM. actives 0.13% (n = 650,000). AlphaScreen FBW7–phospho-cyclin E peptide binding, activator screen. Q969H0; in the data active = normalized activity above about 1.9%;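 note: purified mutant Fbw7 with reduced substrate affinity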
MITF primary – human MITF inhibition, primary screen; O75030; AlphaScreen MITF homodimerization, bead proximity signal; actives 0.91% (n = 650,000); inhibition, % at 2.6 µM; AID 1259374; in the data active = inhibition above about 50%;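 note: 0% = vehicle wells with protein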
Target sequence (O75030 whole entry, looked up): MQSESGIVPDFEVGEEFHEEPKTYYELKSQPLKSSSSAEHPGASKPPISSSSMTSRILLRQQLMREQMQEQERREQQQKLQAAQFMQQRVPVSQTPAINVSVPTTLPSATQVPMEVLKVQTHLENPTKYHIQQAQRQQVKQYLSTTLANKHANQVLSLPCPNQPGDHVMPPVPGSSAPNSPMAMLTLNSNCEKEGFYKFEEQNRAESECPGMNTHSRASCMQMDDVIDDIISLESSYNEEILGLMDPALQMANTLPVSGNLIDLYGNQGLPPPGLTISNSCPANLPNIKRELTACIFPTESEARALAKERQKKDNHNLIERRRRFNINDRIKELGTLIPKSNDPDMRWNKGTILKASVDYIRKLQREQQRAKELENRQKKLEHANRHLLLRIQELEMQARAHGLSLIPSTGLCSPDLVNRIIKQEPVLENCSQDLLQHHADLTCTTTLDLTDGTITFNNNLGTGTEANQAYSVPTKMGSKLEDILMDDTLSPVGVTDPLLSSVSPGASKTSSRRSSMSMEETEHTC
GPR151 activ – human GPR151 activation; PathHunter beta-arrestin GPR151 cells, luminescence; Q8TDV0; actives 1% (n = 650,000); activation, % at 11.2 µM; in the data active = activation above about 4.9%;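 note: 0% = median of compound wells and 100% = cells with positive control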
Target sequence (Q8TDV0 whole entry, looked up): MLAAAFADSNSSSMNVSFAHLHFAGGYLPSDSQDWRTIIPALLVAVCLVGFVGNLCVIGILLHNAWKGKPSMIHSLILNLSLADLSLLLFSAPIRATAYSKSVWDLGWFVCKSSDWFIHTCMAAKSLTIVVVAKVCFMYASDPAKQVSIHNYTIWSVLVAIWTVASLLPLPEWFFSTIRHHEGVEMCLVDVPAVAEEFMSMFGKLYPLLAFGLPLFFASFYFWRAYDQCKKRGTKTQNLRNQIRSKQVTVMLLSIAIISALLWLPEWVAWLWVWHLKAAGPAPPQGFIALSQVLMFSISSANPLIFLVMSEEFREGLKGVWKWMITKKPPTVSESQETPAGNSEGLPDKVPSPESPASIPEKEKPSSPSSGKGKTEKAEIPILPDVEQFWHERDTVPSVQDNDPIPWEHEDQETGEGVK
TEAD-YAP block – TEAD-YAP interaction inhibition. actives 1.4% (n = 640,000). HEK-TIYL cells, TEAD-Gal4/YAP UAS-luciferase luminescence. inhibition, % at 9.12 µM; in the data active = inhibition above about 32%;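 note: 0% = median of test compound wells and 100% = reference inhibitor wells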
An asterisk follows results filed as active; . = not tested or not shown.

A first look:
SMILES	FBW7 activator	MITF primary	GPR151 activ	TEAD-YAP block
O=C1c2cccnc2C(=O)N1Cc1ccc(S(=O)(=O)NC2CCCCCC2)s1	-0.2	8	2.3	-10
CC1(OC(=O)C2CCCC2)C(=O)C=C2C=C(c3ccsc3)OC=C2C1=O (stereo not given)	-0.1	13	0.6	.
CC(/C=C/c1ccco1)=N\NC(=O)COc1ccccc1[N+](=O)[O-]	0.0	21	0.8	7
Cc1ccc(S(=O)(=O)N(CC(=O)NN)Cc2ccccc2)cc1	0.1	0	-0.5	0
O=c1c2nnn(Cc3ccccc3F)c2ncn1Cc1ccccc1	0.1	7	0.3	3
O=C(N/N=C\c1cccc(Cl)c1)c1ccco1	0.2	12	-1.0	-55
O=C(O)CCC(=O)Nc1ccccc1C(=O)O	0.5	18	-1.1	-11
COc1ccc(C2NC(=S)NC(C)=C2C(N)=O)cc1C (stereo not given)	0.5	13	-1.2	-8
CC(C)CN1C(=O)C(=O)N(CC(=O)Nc2cccc(Cl)c2Cl)C1=O	0.2	14	-0.4	1
O=C(O)c1cccc(C(=O)Cc2ccccc2)c1	0.0	3	-8.9	1
COc1ccc(Cl)cc1NC(=S)Nc1cccc(NC(C)=O)c1	0.0	27	-1.2	5
CCc1ccc(OC(=O)c2cccc(C(=O)OC(C)C)n2)cc1	0.0	-19	2.0	-10
Cc1c(NC(=O)CN2C(=O)C(=O)N(Cc3ccccc3)C2=O)c(=O)n(-c2ccccc2)n1C	-0.1	14	0.5	2
O=C(N/C(=C\c1ccc(-c2cccc([N+](=O)[O-])c2)o1)C(=O)N1CCCC1)c1ccccc1	0.0	9	-0.9	14
CC(C)Nc1nc(Oc2ccc(=O)n(-c3ccccc3)n2)nc(N(C)C)n1	-0.1	1	0.6	-7
Cc1c([N+](=O)[O-])c2ccc(O)cc2n1-c1ccccc1	0.0	1	1.7	12

Main list, previewed entries included:
SMILES	FBW7 activator	MITF primary	GPR151 activ	TEAD-YAP block
O=C1c2cccnc2C(=O)N1Cc1ccc(S(=O)(=O)NC2CCCCCC2)s1	-0.2	8	2.3	-10
CC1(OC(=O)C2CCCC2)C(=O)C=C2C=C(c3ccsc3)OC=C2C1=O (stereo not given)	-0.1	13	0.6	.
CC(/C=C/c1ccco1)=N\NC(=O)COc1ccccc1[N+](=O)[O-]	0.0	21	0.8	7
Cc1ccc(S(=O)(=O)N(CC(=O)NN)Cc2ccccc2)cc1	0.1	0	-0.5	0
O=c1c2nnn(Cc3ccccc3F)c2ncn1Cc1ccccc1	0.1	7	0.3	3
O=C(N/N=C\c1cccc(Cl)c1)c1ccco1	0.2	12	-1.0	-55
O=C(O)CCC(=O)Nc1ccccc1C(=O)O	0.5	18	-1.1	-11
COc1ccc(C2NC(=S)NC(C)=C2C(N)=O)cc1C (stereo not given)	0.5	13	-1.2	-8
CC(C)CN1C(=O)C(=O)N(CC(=O)Nc2cccc(Cl)c2Cl)C1=O	0.2	14	-0.4	1
O=C(O)c1cccc(C(=O)Cc2ccccc2)c1	0.0	3	-8.9	1
COc1ccc(Cl)cc1NC(=S)Nc1cccc(NC(C)=O)c1	0.0	27	-1.2	5
CCc1ccc(OC(=O)c2cccc(C(=O)OC(C)C)n2)cc1	0.0	-19	2.0	-10
Cc1c(NC(=O)CN2C(=O)C(=O)N(Cc3ccccc3)C2=O)c(=O)n(-c2ccccc2)n1C	-0.1	14	0.5	2
O=C(N/C(=C\c1ccc(-c2cccc([N+](=O)[O-])c2)o1)C(=O)N1CCCC1)c1ccccc1	0.0	9	-0.9	14
CC(C)Nc1nc(Oc2ccc(=O)n(-c3ccccc3)n2)nc(N(C)C)n1	-0.1	1	0.6	-7
Cc1c([N+](=O)[O-])c2ccc(O)cc2n1-c1ccccc1	0.0	1	1.7	12
O=S(=O)(Nc1cccc(-c2cn3ccccc3n2)c1)c1ccc(Cl)cc1	0.0	-5	1.1	-3
Cc1occc1C(=O)N1CCCC(CNC(=O)c2ccc(F)cc2)C1 (stereo not given)	0.0	3	-0.8	-8
CC(=O)Oc1ccccc1/C=C1\CCOC1=O	0.1	-6	0.2	2
Cc1ccc([N+](=O)[O-])cc1S(=O)(=O)N1CCCCCC1	0.0	10	-0.9	-17
O=C(NCc1ccc2c(c1)OCO2)C1CCC(Cn2c(=S)[nH]c3ccsc3c2=O)CC1 (stereo not given)	0.0	5	-0.7	-3
COC(=O)c1c(C)[nH]c(C(=O)CSc2nc3sc4c(c3c(=O)n2-c2ccccc2)CCC(C)C4)c1C (stereo not given)	0.1	1	-0.9	30
COC(=O)Cn1c(CN2CCCCC2)nc2c1c(=O)n(C)c(=O)n2C	-0.1	6	1.4	14
COCCCNC(=O)C1c2ccccc2C(=O)N(C)C1c1ccc(OC)c(OC)c1 (stereo not given)	-0.2	10	0.3	-3
CCOc1ccc(S(=O)(=O)N(CC(=O)NCc2ccc(C)cc2)c2ccccc2)cc1	0.3	18	0.4	11
CC(NC(=O)C1(c2ccccc2)CCOCC1)c1ccccc1 (stereo not given)	0.1	7	2.7	3
O=C(N/N=C/c1cc2c(cc1Cl)OCO2)c1cc(-c2ccccc2)n[nH]1	-0.1	-21	0.5	4
CCN(CC)C(=O)CN(c1ccc(Br)cc1)S(C)(=O)=O	-0.1	-9	-0.3	11
Nc1ccccc1C(=O)N/N=C/c1ccccc1Cl	-0.4	-4	-0.2	-40
COc1ccc(C(C)=O)cc1COC(=O)CNC(=O)c1cc(C)cc(C)c1	0.0	-5	1.3	-4
COc1ccc(S(=O)(=O)CCC(=O)N2CCN(c3cccc(C)c3C)CC2)cc1	0.0	63*	0.8	0
Cc1nn(CC(=O)N2CC[C@@H](c3ccccc3)[C@H](O)C2)c(=O)c2ccccc12	-0.2	-6	-1.0	-8
C=CCOc1ccc(/C=N/NC(=O)CSc2nc(C)cc(C)n2)cc1OCC	0.5	12	12*	4
COCCN1C(=O)c2ccc([N+](=O)[O-])cc2C1=O	0.1	9	-0.4	6
CN1CC(=O)N2CCN(C(=O)c3cc(F)cc(F)c3)C[C@@H]2C1=O	-0.1	2	0.4	0
O=C(COC(=O)c1cc(=O)c2ccccc2o1)Nc1ccc(F)c(Cl)c1	0.6	10	-1.2	10
CN(CCOC(=O)c1ccc(C(C)(C)C)cc1)C1=NS(=O)(=O)c2ccccc21	0.2	12	1.0	5
CCOC(=O)c1[nH]c(COC(=O)c2cccnc2SC)c(C(=O)OCC)c1C	0.7	-13	-2.4	7
COc1ccccc1-n1c(SCN2C(=O)c3ccccc3C2=O)nc2c(sc(=S)n2CCc2ccccc2)c1=O	0.1	-8	1.0	12
Cc1c(C(=O)NCc2ccc(Cl)cc2)sc2ncn(CC(=O)N3CCN(c4ccccn4)CC3)c(=O)c12	0.2	11	-1.5	7
O=C(CC1C(=O)NCCN1C(=S)Nc1ccccc1)Nc1ccc2c(c1)OCCO2 (stereo not given)	-0.1	16	0.0	16
COC(=O)c1sc(N)c(C(=O)OC)c1CSc1nc2ccccc2[nH]1	0.2	14	0.4	-2
O=C(Cn1c(=O)oc2cc(S(=O)(=O)NCc3ccccc3)ccc21)NCc1ccco1	0.0	18	-1.4	10
O=C(NCC1CCCO1)C1CCN(C2CCN(C(=O)Cc3ccsc3)CC2)CC1 (stereo not given)	0.1	8	-0.7	4
O=C(NCc1ccco1)/C(=C/c1cccnc1)NC(=O)c1ccco1	0.0	5	0.9	9
CS(=O)(=O)N(CC(=O)Nc1ccc(Oc2ccccc2)cc1)Cc1ccc(Cl)cc1	0.4	9	0.2	-6
CCC(=O)N(Cc1cc2cc(C)c(C)cc2n2nnnc12)CC1CCCO1 (stereo not given)	0.2	22	-0.7	5
CCCN(CCC)C(=O)C[n+]1ccc(/C=N/O)cc1	0.0	-10	0.7	3
COc1ccc(/C=C(\NC(=O)c2ccc(C)cc2)C(=O)NC(C)C(=O)O)cc1 (stereo not given)	-0.1	1	2.7	7
CCCOC(=O)C1=C(C)N(C)C(=O)NC1c1c(F)cccc1Cl (stereo not given)	0.0	-9	2.2	-1
N#CCSc1nnnn1-c1ccc(F)cc1	-0.1	-1	1.5	7
O=C(Nc1c2c(nn1-c1ccc(Cl)cc1)CSC2)C1(c2ccc(Cl)cc2)CCCC1	0.0	-3	3.3	11
CC1CCN(C(=O)CSc2nnc(-c3ccccc3)n2N)CC1	0.8	4	-1.1	4
C=CCn1c(-c2cccnc2)nn(C(=O)c2cc(OC)c(OC)c(OC)c2)c1=S	0.6	17	3.6	-3
COc1ccc(S(=O)(=O)N2CCCC2C(=O)O)cc1OC (stereo not given)	0.1	12	2.3	6
CCOc1ccc(NC(=O)Cn2ncc3c2-c2ccccc2OC3)cc1	0.0	10	0.0	0
CCCCC[C@H](O)/C=C/[C@@H]1[C@@H](C/C=C\CCCC(=O)O)[C@@H](O)C[C@H]1O (tested in a mixture with another compound)	0.0	-11	-1.8	.
Cc1ccc(C)c(NC(=O)CSc2nnc(NC(=O)c3cccs3)s2)c1	0.7	-7	0.3	7
O=C(CCCN1CCOCC1)c1ccc(F)cc1	0.2	1	0.4	-14
Cc1sc2nc(-c3ccccc3Cl)n(CC(=O)NC3CCCCC3)c(=O)c2c1C	0.1	13	-1.0	2
New compounds follow.
SMILES	FBW7 activator	MITF primary	GPR151 activ	TEAD-YAP block
CC(C)(C)C1CCc2c(sc3c2C(=O)NC(c2ccc4c(c2)OCO4)N3)C1 (stereo not given)	0.0	13	0.0	-10
CN(C)c1nc(NCc2ccccc2)nc(N/N=C/c2ccc(Cl)c([N+](=O)[O-])c2)n1	-0.1	-3	1.7	-7
CCOC(=O)c1oc2ccc(Cl)cc2c1N	0.1	-1	-0.3	-13
Oc1cccc2ccc(N3CCOCC3)nc12	0.0	19	-2.2	-6
CCC1CCc2c(sc(N)c2C(=O)OC(C)C)C1 (stereo not given)	-0.2	35	0.1	-3
Cc1ccc(CS(=O)Cc2ccc(C(=O)N3CCN(c4ccccn4)CC3)o2)cc1 (stereo not given)	0.0	-6	3.4	6
CCC(C)NC(=O)Cn1cnc2sc(C)c(C)c2c1=O (stereo not given)	0.0	-2	-1.0	3
COC(=O)c1cc(S(=O)(=O)Nc2cccc(Br)c2)cn1C	0.1	23	-0.6	7
Cc1cc(Br)ccc1OCC(=O)Nc1ccccc1F	0.2	-8	-0.4	-44
O=[N+]([O-])c1cccc(C=Nc2ccc(S(=O)(=O)Nc3ccccn3)cc2)c1	0.0	-4	0.3	10
COc1cc(CN2CCN(C(=O)c3cccc(OC)c3OC)CC2)cc(OC)c1O	-0.1	39	0.5	1
C=CCN(c1nc(C)c(Cl)c(OC)n1)S(=O)(=O)c1ccc(C)cc1	-0.1	-3	0.7	-6
COC(=O)CSc1cc(C)nc2c(-c3ccccc3OC)c(C)nn12	-0.1	-4	1.5	-10
CCOc1ccc(C(=O)Nc2nc(C)c(C(=O)OC)s2)cc1Br	-0.1	-4	-1.1	-24
COc1cccc(C2CC(c3ccc(Br)cc3)=NN2S(=O)(=O)c2ccccc2)c1OC (stereo not given)	0.0	-1	0.1	1
NC(=O)c1ccccc1OCC(=O)N1CCN(c2ccc(F)cc2)CC1	-0.1	-15	0.1	23
Cn1c(=O)c2c(nc(SCc3ccc(C(C)(C)C)cc3)n2C)n(C)c1=O	0.1	13	-0.8	-6
COc1ccc(NC(=O)c2cc([N+](=O)[O-])ccc2Cl)cc1OC	-0.1	5	-1.1	9
Cc1ccc(C(=O)Nc2ccc(C(N)=O)cc2)c(C)c1	-0.1	-2	-5.6	-31
CC[C@@H]1NC(=O)[C@H]2CN(C(=O)OCc3ccccc3)CCN2C1=O	-0.1	-13	-0.8	1
C/C=C/Cn1c(SCC(=O)OCc2ccccc2)nc2c1c(=O)[nH]c(=O)n2C	-0.1	6	0.4	2
O=C1NC(=S)N/C1=C/c1cc([N+](=O)[O-])cc([N+](=O)[O-])c1O	0.0	9	-0.2	2
N#Cc1c(NC(=O)CS(=O)(=O)c2ccc(F)cc2)sc2c1CCCCC2	-0.1	1	2.6	1
COc1ccc(Nc2ccc(C#N)cc2[N+](=O)[O-])cc1	-0.1	28	2.1	13
O=C(Nc1ccc(N2CCC(NCCn3ccc4ccccc43)CC2)cc1)c1cnccn1	0.3	18	-0.5	-13
CCc1nnc(NC(=O)c2c(Cl)cccc2Cl)s1	-0.1	-4	-0.8	-2
CC(=O)NC(CC(C)C)c1nnc2n1CCN(Cc1cccc(C)c1)CC2 (stereo not given)	0.1	11	1.2	-22
COc1ccccc1CN1C[C@@H]2C[C@@H](c3ccc(C)s3)N3CCC[C@@]23C1=O	0.0	16	-2.6	-5
CCOc1ccc(C(=O)/C=C/c2cc(OC)c(OC)c(OC)c2)cc1	-0.1	10	2.4	40*
CCC(C)Nc1nc(-c2c[nH]c3ccccc23)cs1 (stereo not given)	3.9*	-9	-0.3	-3
CCN1CCN(C(=O)C(C)(C)Oc2ccc(Cl)cc2)CC1	-0.2	-2	0.2	1
COc1cc(OC)cc(C(=O)Nc2cc(C(F)(F)F)ccc2N2CCOCC2)c1	-0.1	3	-0.6	-15
CC(=O)c1ccc(NC(=O)/C(=C/c2cccc(Br)c2)NC(=O)c2ccco2)cc1	0.3	1	0.5	6
